Screens from PubChem BioAssay.
RAD54 branch: inhibitors of human RAD54 branch migration; 0.14% of 360,000 active; RAD54 Holliday junction branch migration, FAM/BHQ fluorescence; inhibition, % at 10.4 µM; Q92698; AID 602329;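 active = mean normalized replicate activity at least 40 and at least half of replicates scoring 40 or more; inconclusive = only one of the two criteria met; inactive = mean below 40 and under half of replicates reaching 40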;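 also: 0% = median of neutral control wells and 100% = median of positive control wells; inhibitors cause a drop in the FAM fluorescence signal; in these data hits start at about 50%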
E-selectin induc: E-selectin induction on HUVECs; HUVEC E-selectin immunofluorescence imaging; normalized: neutral wells 0, TNF-alpha wells 100; activation, % at 7.58 µM; 0.37% of 260,000 active; AID 686992;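 active = mean E-selectin-positive cell signal at least 10% of the positive control, reached in at least 60% of replicates, without over 20% cell loss; inconclusive = no rule given, readout overlaps actives, possibly toxicity-flagged; inactive = the rest, including those meeting only one limit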;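 also: in these data hits start at about 27%; measured in HUVEC primary endothelial cells; signal is the percent of cells scored E-selectin positive by PE staining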
Target sequence (P16581 whole entry, looked up): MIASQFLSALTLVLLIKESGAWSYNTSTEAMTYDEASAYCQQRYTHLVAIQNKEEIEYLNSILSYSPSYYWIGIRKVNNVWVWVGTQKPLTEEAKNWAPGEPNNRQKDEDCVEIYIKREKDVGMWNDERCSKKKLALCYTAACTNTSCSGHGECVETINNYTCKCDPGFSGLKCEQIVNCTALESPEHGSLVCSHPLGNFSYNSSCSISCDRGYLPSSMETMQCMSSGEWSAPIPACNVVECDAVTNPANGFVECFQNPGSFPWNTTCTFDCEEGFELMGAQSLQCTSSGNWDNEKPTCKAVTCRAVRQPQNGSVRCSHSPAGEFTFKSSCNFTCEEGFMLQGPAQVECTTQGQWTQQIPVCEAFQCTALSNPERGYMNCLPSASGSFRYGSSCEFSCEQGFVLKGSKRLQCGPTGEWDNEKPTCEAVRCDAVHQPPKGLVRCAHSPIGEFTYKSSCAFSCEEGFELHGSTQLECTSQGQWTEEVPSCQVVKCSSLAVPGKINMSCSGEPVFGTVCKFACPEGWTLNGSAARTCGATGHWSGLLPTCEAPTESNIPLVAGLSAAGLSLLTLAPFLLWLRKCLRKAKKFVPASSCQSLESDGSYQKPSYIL
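System: HUVEC / Compound: single concentration / Signal: immunofluorescence imaging / Read-out: percent E-selectin-positive cells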
CFTR F508del cor: correctors of CFTR F508del function in bronchial epithelial cells; CFBE cells, YFP halide quenching; stimulated with forskolin plus potentiator P3; % fluorescence drop versus neutral controls; activity (quench increase), % at 7.58 µM; 0.36% of 350,000 active;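 active = mean added fluorescence quench of at least 8% versus neutral control, with both replicates also reaching 8%; inconclusive = only one of the mean or replicate conditions met; inactive = mean below 8% and not both replicates reaching 8%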;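 also: cells transiently co-express mutant CFTR-F508del with the halide-sensitive YFP; corrector assay measuring rescue of mutant channel to the surface after 24 h compound exposure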
DENV2 CPE rescue: DENV2-induced cell death inhibition. CPE inhibition, % at 9.99 µM. DENV2-infected cells, cytopathic effect rescue, plate reader. AID 651640. 1.7% of 350,000 active; in the data active = CPE inhibition above about 20%, passing the limit was not always enough; inconclusive = no clear call, values can overlap the other calls; tested in BHK-21 cells;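 also: 0% = median of neutral control wells and 100% = median of positive control wells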
RAD52 inh: RAD52 (human) annealing inhibition | P43351 | inhibition, % at 18.7 µM | recombinant RAD52 DNA annealing, FRET fluorescence | 0.46% of 360,000 active;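 active = every replicate showing at least 50% inhibition; inconclusive = mean inhibition at least 50% but not in every replicate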
INS-1E GSIS act: GLuc luminescence reporter in INS-1E cells, primary screen for activators of glucose-dependent secretion of insulin. INS-1E GLuc reporter insulin secretion, 2-3 h. activation, % at 16.6 µM. 0.61% of 370,000 active. AID 743287;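 active = lowest replicate activation of at least 40%, so every replicate reaches that level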;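 also: 0% = median of neutral control wells and 100% = median of IBMX positive control wells; some compounds called inactive have numbers as strong as hits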
CASP6 VEID inh: blocks human caspase-6 cleavage activity; P55212; 0.53% of 350,000 active; inhibition, % at 12.5 µM; purified caspase-6, Z-VEID-R110 cleavage fluorescence;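 active = mean inhibition across replicates at least about 35%, with every replicate also reaching that limit, limit read from the data; inconclusive = only one of the two criteria met; inactive = neither criterion met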;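 also: 0% = median of neutral control wells and 100% = no fluorescence left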
Target sequence (P55212 24-179 limits assumed): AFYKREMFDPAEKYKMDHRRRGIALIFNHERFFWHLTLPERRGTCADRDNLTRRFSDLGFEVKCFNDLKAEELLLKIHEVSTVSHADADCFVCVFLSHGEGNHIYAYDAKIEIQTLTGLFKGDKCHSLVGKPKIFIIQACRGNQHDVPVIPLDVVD
Target sequence (P55212 194-293 limits assumed): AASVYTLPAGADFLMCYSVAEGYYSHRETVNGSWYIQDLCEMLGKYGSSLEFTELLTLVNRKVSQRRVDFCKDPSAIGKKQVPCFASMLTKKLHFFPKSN
Xi reactivation: activators of X-chromosome reactivation in mouse fibroblasts; XiGFP mouse fibroblasts, % GFP-positive cells imaging, 3 d; cells co-treated with 5-aza-dC sensitizer; scaled so ellipticine positive control = 100%; activation, % at 7.58 µM; 0.055% of 360,000 active;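 active = mean normalized replicate activation at least 10% and every replicate at or above 10%; inconclusive = only one of the two criteria met; inactive = mean below 10% and not all replicates reach 10%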;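 also: 0% = median of on-plate neutral control wells and 100% = ellipticine 6 µM median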
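System: 68-5-11 XiGFP fibroblast line | Buffer or medium: DMEM containing 5-aza-dC | Compound: Single point | Times: Compounds 3 days, fix/stain 15 min at room temperature | Benchmarks: Positive control ellipticine, 6 µM final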
* marks the source's active call; other numbers are inactive results; ? = inconclusive; . = not tested or not shown; & = joins results of further samples.

SMILES | RAD54 branch | E-selectin induc | CFTR F508del cor | DENV2 CPE rescue | RAD52 inh | INS-1E GSIS act | CASP6 VEID inh | Xi reactivation
Cc1ccc(NC(=O)CSc2nnc(-c3cc(C)[nH]n3)n2N)c(C)c1 | -7 | . | -0.4 | -4 | -5 | 0 | -7 | 0.0
COc1ccc(-c2csc(NC(=O)CN3C(=O)C4CCCCC4C3=O)n2)c(OC)c1 (stereo not drawn) | 4 | -0.8 | 3.5 | 0 | -27 | -4 | -1 | 0.1
Cc1ccc(S(=O)(=O)N/N=C\c2cc3c(cc2[N+](=O)[O-])OCO3)cc1 | 0 | . | 0.1 | -2 | -18 | -32 | 0 | .
C/C=C(/C)C(=O)Nc1cccc(C2=NOC3(C2)C[C@H](C(N)=O)N(C(=O)Cc2ccc([N+](=O)[O-])cc2)C3)c1 (stereo partly drawn) | 2 | 0.0 | 0.6 | -10 | -5 | 0 | 2 | 0.0
COc1cccc(NC(=O)CSc2nc3ccccc3c(=O)n2CCCC(=O)NCC2CCCO2)c1 (stereo not drawn) | 6 | . | -0.4 | -1 | -5 | -20 | 1 | 0.0
C/C(CC(=O)N1CCN(C=O)CC1)=N\NC(=O)c1ccc(Cl)cc1 | . | . | 1.3 | 6 | -3 | 1 | 2 | 0.0
COc1ccccc1NC(=O)N[C@@H]1CC[C@@H](CCNS(=O)(=O)c2ccc(F)cc2)O[C@@H]1CO | -3 | -2.7 | 1.4 | 1 | 4 | 18 | -1 | -0.9
O=C(O)CSCC(=O)N(c1ccccc1)c1ccccc1 | -8 | . | -3.1 | 8 | -9 | 1 | -1 | -0.1
C[C@H]1CCCCO[C@H](CN(C)C)[C@@H](C)CN([C@@H](C)CO)C(=O)c2cc(NC(=O)CCCCCC(=O)Nc3ccccc3N)ccc2O1 | -1 | -0.2 | 0.8 | 7 | 35 | 20 | -1 | 1.3
O=C(OCCCc1cc2ccccc2c(=O)o1)c1ccc(C(F)(F)F)cc1 | -1 | -0.2 | 1.4 | -4 | -6 | -7 | 4 | -0.1
Cc1ccc(OCC(=O)Nc2ccc3c(c2)CCC3)c([N+](=O)[O-])n1 | -14 | -0.2 | 0.8 | -1 | -4 | -7 | -1 | 0.2
CN1CCC(N(C)CC(O)c2ccccc2)CC1 (stereo not drawn) | -12 | 0.0 | 0.8 | -1 | -19 | 3 | -10 | -0.1
COc1cccc(CN2CC(C(=O)NC3CCC(O)CC3)CCC2=O)c1 (stereo not drawn) | 16 | . | 0.1 | -9 | -9 | 1 | -2 | 0.0
Cc1cccc(C(=O)NC2CCN(S(=O)(=O)c3ccc(F)cc3)CC2)c1 | 1 | . | -3.1 | 7 | 3 | -5 | 1 | 0.0
COc1ccccc1N1CCN(C(=O)c2ccco2)CC1 | -9 | 35* | 2.9 | ? | -8 | 19 | -2 | 0.4
CCC(=O)Nc1ccc2c(c1)C(=O)N(C)[C@@H]1CC[C@@H](CC(=O)NCCN3CCCCC3)O[C@H]1CO2 | 5 | 0.0 | 1.1 | -7 | 6 | 4 | -44 | 0.5
C/C(CC(=O)NC1CCCCC1)=N\NC(=O)COc1ccc(C)cc1Br | . | . | 1.5 | 0 | -2 | . | -6 | 0.0
CC(C)NC(=O)N[C@H]1C=C[C@@H](CC(=O)N2CCCCC2)O[C@@H]1CO | -3 | -0.1 | 3.5 | 15 | 4 | 0 | 2 | -0.5
C[C@@H]1CN([C@H](C)CO)S(=O)(=O)c2ccc(C#CC3CCCCC3)cc2O[C@H]1CN(C)Cc1cccnc1 | 4 | -0.2 | 3.7 | -1 | -5 | -3 | 0 | -0.9
CCOC(=O)[C@H]1[C@H]2COc3ccc(OC)cc3[C@@H]2N2C(=O)c3cc(F)c(F)cc3NC(=O)[C@@]12C | -7 | 0.0 | -1.9 | -4 | -15 | -15 | 6 | 0.1
COc1ccc(C2N(c3ccc4c(c3)OCCO4)C(=O)C2(F)F)cc1OC (stereo not drawn) | . | 0.1 | 2.3 | 6 | -13 | 40 | -6 | -0.3
CN1CCN(C(=O)c2cnn3c2NC(c2ccccc2)CC3C(F)(F)F)CC1 (stereo not drawn) | -2 | 3.4 | -2.7 | . | -6 | 12 | 2 | 0.0
O=C(NNC(=O)c1ccc([N+](=O)[O-])cc1)c1ccc(Br)cc1 | 6 | 0.1 | 0.7 | -5 | 10 | 3 | 1 | 0.0
CCc1nnc(NC(=O)COc2ccc3c(c2)OCO3)s1 | . | . | -1.9 | -3 | -30 | -7 | 0 | -0.1
O=C(Nc1ccc(F)cc1)C1C2CCC3C(CCC21)C3(Cl)Cl (stereo not drawn) | -5 | -0.1 | -0.3 | 1 | -3 | . | 7 | 0.0
C[C@@H]1CN([C@H](C)CO)C(=O)CCCn2cc(nn2)CO[C@H]1CN(C)C(=O)C1CCCCC1 | -4&-10&-9 | 0.1&-0.2 | -0.7&1.1&0.2 | -12&7&-8 | 7&-7&1 | 24&5 | 0&4&0 | 0.2&-0.1
Cc1ccc(CNC(=O)CS(=O)(=O)Cc2nc(-c3ccccc3F)oc2C)cc1 | -1 | . | -1.3 | 1 | -6 | 6 | -1 | -0.3
Cc1ccc(-c2nc3cnccn3c2Nc2ccc3c(c2)OCO3)o1 | -6 | -0.2 | 5.1 | 5 | -5 | . | 4 | 0.0
CC(=O)N1N=C(c2ccc(Cl)cc2)CC1c1ccco1 (stereo not drawn) | . | 14 | 1.5 | 0 | 5 | 0 | -2 | 0.3
COc1ccccc1-n1nnnc1SCC(=O)Nc1ccc(C)c(N)c1 | 5 | 0.3 | -3.3 | 5 | -6 | -2 | . | -0.1
Cc1ccc(S(=O)(=O)Oc2ccc(/C=C3/N=C(c4ccccc4)OC3=O)cc2)cc1 | -5 | -1.3 | . | -14 | -18 | -8 | 1 | 0.0
C#CCOCCOCCOCCNc1nc(N2CCOCC2)nc(N2CCN(C(=O)CCCCCCCCCCNC(=O)[C@@H]([C@H](C)O)n3cc(C)nn3)CC2)n1 | -9 | 0.1 | -1.9 | 3 | -6 | -10 | 4 | -0.2
C[C@@H]1CN([C@@H](C)CO)C(=O)c2cc(NC(=O)Cc3ccccc3)ccc2O[C@@H](C)CCCCO[C@@H]1CN(C)S(=O)(=O)c1ccc(F)cc1 | 2 | -0.1 | -3.8 | -7 | . | -12 | . | 0.1
COc1ccc(C2C(=O)N(C3CCCCC3)CC(=O)N2Cc2ccco2)cc1 (stereo not drawn) | . | . | -1.7 | -9 | -11 | -34 | 3 | .
CCOC(=O)C1(CC2CC2)CCN(S(=O)(=O)/C=C/c2ccccc2)CC1 | . | -1.4 | 3.9 | -2 | -9 | 0 | 1 | 0.0
Cc1nn2c(N3CCN(C)CC3)cc(C(C)(C)C)nc2c1-c1ccccc1 | 12 | . | -5.0 | -16 | 21 | 32 | -4 | -0.1
CCc1ccc(C(C)NC(=O)c2ccc3c(c2)OCO3)cc1 (stereo not drawn) | -1 | -0.4 | -1.9 | 3 | 0 | -44 | -2 | 0.1
Cc1noc(C)c1NC(=O)N(C)C[C@@H]1OCc2cn(nn2)CCCC(=O)N([C@H](C)CO)C[C@@H]1C | . | -0.3 | -1.6 | . | . | 14 | . | 0.3
COc1ccc2nc(N/C(N)=N/C(=S)Nc3ccccc3)nc(C)c2c1 | . | . | 0.4 | -4 | -4 | 14 | -2 | 0.1
COCC(=O)N(C)C[C@@H]1[C@@H](c2ccc(-c3cccnc3)cc2)[C@H](CO)N1C(C)=O | 2 | -0.1 | -2.2 | 5 | -13 | 2 | 2 | 0.0

Quoted from the listing:
INS-1E GSIS act result of COc1ccc(C2C(=O)N(C3CCCCC3)CC(=O)N2Cc2ccco2)cc1 (stereo not drawn) stands at -34
CFTR F508del cor result of C#CCOCCOCCOCCNc1nc(N2CCOCC2)nc(N2CCN(C(=O)CCCCCCCCCCNC(=O)[C@@H]([C@H](C)O)n3cc(C)nn3)CC2)n1 stands at -1.9

Compounds listed so far with a Cl atom, in the order listed:
SMILES | RAD54 branch | E-selectin induc | CFTR F508del cor | DENV2 CPE rescue | RAD52 inh | INS-1E GSIS act | CASP6 VEID inh | Xi reactivation
C/C(CC(=O)N1CCN(C=O)CC1)=N\NC(=O)c1ccc(Cl)cc1 | . | . | 1.3 | 6 | -3 | 1 | 2 | 0.0
O=C(Nc1ccc(F)cc1)C1C2CCC3C(CCC21)C3(Cl)Cl (stereo not drawn) | -5 | -0.1 | -0.3 | 1 | -3 | . | 7 | 0.0
CC(=O)N1N=C(c2ccc(Cl)cc2)CC1c1ccco1 (stereo not drawn) | . | 14 | 1.5 | 0 | 5 | 0 | -2 | 0.3

The list goes on:
SMILES | RAD54 branch | E-selectin induc | CFTR F508del cor | DENV2 CPE rescue | RAD52 inh | INS-1E GSIS act | CASP6 VEID inh | Xi reactivation
O=C(Nn1c(C2CCCCC2)nc2ccccc2c1=O)c1ccc(Cl)c([N+](=O)[O-])c1 | . | 19 | -2.2 | -2 | -6 | -18 | -2 | 0.1
CC(C)(C)OC(=O)N1CCC(NC(=O)c2nc[nH]c2C(=O)N2CCN(c3ccccc3)CC2)CC1 | -1 | -0.1 | 5.1 | 0 | -8 | -28 | -2 | -0.2
C[C@H](CO)N1C[C@H](C)[C@H](CN(C)C(=O)Nc2ccc(F)cc2)Oc2ncc(C#Cc3cccc(F)c3)cc2C1=O | . | 0.5 | -0.4 | . | . | -22 | . | ?
CC(C)NC(=O)Nc1cccc2c1O[C@H](CN(C)S(=O)(=O)c1ccccc1)[C@H](C)CN([C@@H](C)CO)C2=O | 7 | -15 | 3.0 | 5 | 13 | -3 | 0 | -0.5
CC[C@@H](C)[C@H](NC(=O)Cc1c(C)c2cc3c(C)coc3c(C)c2oc1=O)C(=O)O | 0 | . | -1.6 | -5 | -9 | 1 | 9 | 0.0
COC(=O)C[C@H]1CC[C@@H]2[C@H](COc3ccc(NS(=O)(=O)c4ccc(F)cc4)cc3C(=O)N2C)O1 | 0 | 0.1 | 1.4 | -4 | 12 | -5 | 5 | 0.1
C[C@H]1CN([C@@H](C)CO)C(=O)Cc2cc(NS(=O)(=O)c3ccc(Cl)cc3)ccc2O[C@H]1CN(C)Cc1ccc(Cl)c(Cl)c1 | -7 | -0.2 | 2.2 | 8 | -2 | -3 | . | -0.1
CCc1ccccc1NC(=O)COc1ccc2c(c1)OCO2 | -5 | 1.8 | -0.8 | 5 | -2 | 0 | 2 | 0.6
COc1ccccc1CNC(=O)c1cc(C)nc2ccccc12 | 1 | 0.9 | 3.3 | 5 | -17 | -2 | 1 | 0.1
COc1ccc(C)cc1NC(=O)NC(C)c1ccc2c(c1)OCO2 (stereo not drawn) | -8 | . | 0.2 | 9 | -3 | 24 | 0 | 0.1
CCOC(=O)c1ccc(N2C(=O)C(CC(=O)NC)N(CCc3ccc(OC)c(OC)c3)C2=S)cc1 (stereo not drawn) | -7&2 | -0.1 | -0.1 | 1 | -11 | . | -2 | 0.0
CCN(CC)C(=O)C1=C(C)N(CCCOC)C(=O)C(CC(=O)NCCCN(C)C)C1 (stereo not drawn) | 6 | 2.8 | 0.8 | -5 | -2 | 17 | -1 | -0.1
COc1ccccc1NC(=O)N[C@H]1CC[C@@H](CC(=O)N[C@H](C)c2ccccc2)O[C@@H]1CO | 2 | -0.5 | 2.2 | -2 | 7 | -5 | 3 | 0.6
